miR-122 sensor: miR-122 Renilla sensor signal increase in Huh7, primary screen, miR-122 inhibitor project, cell-based, single point, plate reader | Huh7 miR-122 Renilla luciferase sensor, 48 h; neutral wells = 0, positive control = 100 | activation (reporter increase), % at 12.5 µM | 0.3% of 340,000 active | AID 602342, 2012;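 active = mean replicate activation score at least 90 and every replicate individually at or above 90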;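 note: higher luciferase means less miR-122 activity so hits act as miR-122 inhibitors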
LGR2 antag: inhibitors of bursicon-induced LGR2 CRE-luciferase signal, primary screen, cell-based, HEK293, CRE-luciferase reporter, bursicon stimulation. Drosophila bursicon receptor LGR2 (rickets). bursicon-stimulated, 4 h. inhibition, % at 9.99 µM. 0.35% of 380,000 active. AID 720647, 2013;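 active = drop in luminescence signal, shown as inhibition above about 50% in the replicate tests, limit read from the data, passing the limit was not always enough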;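 note: agonist challenge used bursicon conditioned medium at about half maximal strength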
FN deposition inh: inhibitors of fibronectin matrix deposition, primary screen, AH1F cells, Alexa488-fibronectin fluorescence, plate reader; AH1F fibroblasts, overnight; inhibition, % at 12.6 µM; 0.086% of 350,000 active;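 active = mean inhibition across replicates of 30% or more, regardless of how many single replicates reach that level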;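 note: positive control wells lacked labelled fibronectin entirely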
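Material – AH1F fibroblast monolayer, labelled fibronectin deposition · Reagent – labelled fibronectin 24 nM · Timing – 1 h adhesion, overnight exposure · Measured by – fluorescence at 485 nm excitation, 525 nm emission · Read-out – inhibition of fibronectin deposition signal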
PGC1a acetyl inh: inhibitors of PGC1a acetylation signal, primary screen, cell-based, U2OS, AlphaScreen, inhibitor mode | AlphaScreen anti-acetyl-lysine; with virally co-expressed GCN5 acetyltransferase | inhibition, % at 15.6 µM | 0.17% of 350,000 active;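 active = every replicate shows inhibition of at least 40%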;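 note: 0% = neutral control wells and 100% = positive control wells; some results beyond the cut were filed as inactive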
Cneo AK release: Cryptococcus neoformans cell lysis inducers, primary screen, AK release luminescence, single concentration; C. neoformans lysis, adenylate kinase release luminescence, 4 h; normalised: neutral wells 0, clomiphene wells 100; lysis activity, % at 15 µM; AID 651654, 2012; 0.2% of 360,000 active;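 active = mean lysis activity across replicates of at least 80%, whatever share of replicates individually reach that level; inactive = mean lysis activity below 80%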
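Assay system: C. neoformans cells. Amount: yeast cell density of 5 × 10^6 cells/mL. Technique: AK luminescence. Buffer or medium: YPD. Times: static 4 h at 37 °C with compound, 1 h detection. Dosing: single-point compound dose. Read-out: lysis from increased AK signal.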
CASP6 VEID inh: human caspase-6 inhibitors, primary screen, biochemical, VEID-R110 fluorescence, single point, set 2 | P55212 | 0.53% of 350,000 active | AID 686996, 2013 | inhibition, % at 12.5 µM | purified caspase-6, Z-VEID-R110 cleavage fluorescence;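 active = mean inhibition across replicates at least about 35%, with every replicate also reaching that limit, limit read from the data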;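 note: 0% = median of neutral control wells and 100% = no fluorescence left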
Target sequence (P55212 24-179 limits assumed): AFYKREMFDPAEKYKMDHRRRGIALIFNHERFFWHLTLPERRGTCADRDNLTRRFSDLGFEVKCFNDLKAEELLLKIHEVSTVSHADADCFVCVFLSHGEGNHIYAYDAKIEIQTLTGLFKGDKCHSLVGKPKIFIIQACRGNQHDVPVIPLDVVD
Target sequence (P55212 194-293 limits assumed): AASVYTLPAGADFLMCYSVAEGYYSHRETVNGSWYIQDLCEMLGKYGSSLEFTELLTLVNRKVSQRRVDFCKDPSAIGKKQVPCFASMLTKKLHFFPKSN
EWS-Fli inh: EWS/Fli-driven NR0B1 reporter inhibitors, primary screen, A673 cells, NR0B1 luciferase, luminescence, MLPCN library; viability-normalised; inhibition, % at 12.6 µM; 0.67% of 350,000 active; AID 651661, 2012;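 active = mean inhibition of at least 50% after viability correction, with every replicate also passing that limit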;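 note: firefly luciferase signal divided by Alamar Blue viability fluorescence both relative to DMSO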
PAX8 inh HTS: inhibitors of PAX8-driven TPO luciferase reporter, primary screen, RMG-I cells, single concentration. 1.2% of 360,000 active. SteadyGlo, 24 h. inhibition, % at 12.6 µM;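 active = mean replicate inhibition at least 60% with every replicate also reaching 60%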;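 note: luciferase light reporting Pax8 driven TPO promoter activity; plate controls were median of neutral control wells for no effect and mitoxantrone controls for full effect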
* = called active by the depositor; nt = not tested or not shown; [ ] = dose if it differs, or a comment. Outcome played no part in choosing rows; any-hit rate near 2.5%.

SMILES	miR-122 sensor	LGR2 antag	FN deposition inh	PGC1a acetyl inh	Cneo AK release	CASP6 VEID inh	EWS-Fli inh	PAX8 inh HTS
C[C@@H]1CN([C@H](C)CO)C(=O)c2cc(NC(=O)CCN3CCOCC3)ccc2O[C@@H]1CN(C)Cc1ccccc1	-1[16.7 µM]	-10	-3	nt	-8	0	-2	-17
O=C1N=NC(=O)N1c1ccccc1	12	8	-9	0	1	1	-4	-2
COc1ccc(S(=O)(=O)N2CCCCCC2)cc1C(=O)NCCc1ccccc1	11	-25	-5	0	-1	-132	0	-1
Oc1ccc(-c2nccc(-c3ccc(Br)cc3)n2)cc1	5	-32	-1	-14	0	-4	-42	-11
O=C(Nc1nccs1)c1ccc(S(=O)(=O)NCc2cccs2)cc1	-16	-8	nt	-8	0	1	-22	nt
C[C@@H]1CN([C@H](C)CO)S(=O)(=O)c2ccc(/C=C/c3ccccc3)cc2O[C@H]1CN(C)C	-3[16.7 µM]	13	9	-21	2	1	13	nt
C[C@@H]1CCCCO[C@@H](CN(C)Cc2ccccc2)[C@@H](C)CN([C@H](C)CO)C(=O)c2cc(NC(=O)CCC(F)(F)F)ccc2O1	29[16.7 µM]	10	-6	1	-4	-1	3	9
CCOc1ccc(C(=O)NCC(=O)NCCOc2ccc(C)cc2)cc1	nt	-9	nt	nt	1	-3	3	-1
O=S(=O)([O-])CCC[n+]1ccc(Oc2ccccc2)cc1	7	14	-3	0	1	16	10	6
C[C@@H]1CCCCO[C@@H](CN(C)CC2CC2)[C@@H](C)CN([C@H](C)CO)C(=O)c2cc(NS(=O)(=O)c3ccc(F)cc3)ccc2O1	-4[16.7 µM]	6	nt	11	11	-2	nt	-30
CS(=O)(=O)N1CCC(Oc2cccc(C(=O)NCCCOc3cccnc3)c2)CC1	6	-24	nt	nt	1	0	-12	3
CCOc1cccc(-c2cc(C(=O)Nc3ccon3)c3ccccc3n2)c1	1	-1	3	-7	-1	1	7	16
COc1ccc(-c2cc(C(=O)Nc3ccc(OC)cc3OC)no2)cc1	3	13	-3	10	6	-3	-2	0
COc1ccc(NC(=O)Nc2ccc3c(c2)C(=O)N([C@H](C)CO)C[C@H](C)[C@@H](CN(C)C(=O)C2CCCCC2)OCCCC[C@@H](C)O3)cc1	-7[16.7 µM]	-2	nt	-4	3	-3	-10	-15
CC(=O)c1ccc(N(C(=O)CS(=O)CC(=O)Nc2ccc(F)cc2)C(C(=O)NC2CCCCC2)c2cccs2)cc1 (configuration not stated)	nt	6	2	nt	nt	2	4	1
Cc1ccc(C)c(NC(=O)c2ccc3c(c2)CCN3S(C)(=O)=O)c1	-3	-17	nt	nt	1	-2	-41	-13
COc1cc2c(cc1NC(=O)Nc1ccc(F)cc1)oc1ccccc12	5	2	8	0	4	nt	nt	-6
O=C(CSc1nnc(SCc2ccc(Cl)cc2)s1)N/N=C/c1c(Cl)cccc1Cl	-2	-35	-7	-6	nt	nt	nt	-43
Cc1onc(-c2c(F)cccc2Cl)c1C(=O)OCC(=O)N(C)c1ccccc1	-1	-3	-10	-12	5	4	-2	-1
CC(C)(CNC(=O)CC1C(=O)NCCN1Cc1cccc(F)c1)N1CCOCC1 (configuration not stated)	-6	-4	0	6	1	0	nt	2
O=c1oc2ccccc2c(O)c1Cc1cc(Cl)c2cccnc2c1O	-4	-3	22	16	nt	-2	-3	11
COc1ccc(NC(=O)N(C)C[C@@H]2Oc3c(NS(C)(=O)=O)cccc3C(=O)N([C@H](C)CO)C[C@H]2C)cc1	-4[16.7 µM]	11	nt	-6	-2	-1	-6	nt
CC(=O)Oc1ccc(Cn2cnc3cc4ccccc4cc32)cc1	9	nt	5	6	3	nt	nt	8
CC1CCN(C(=O)c2ccccc2NC(=O)Cc2ccccc2)CC1	4	-9	3	-3	0	1	nt	-30
O=C(/C=C/c1ccc(F)cc1)NC(=S)N1CCOCC1	nt	-12	10	-9	nt	-1	9	-33
N#CCSc1ccccc1NC(=O)CN1C(=O)C2CC=CCC2C1=O (configuration not stated)	nt	0	3	nt	2	4	6	21
Cc1ccc(S(=O)(=O)Nc2cccc3c2O[C@@H](CN(C)C(=O)Nc2ccc4c(c2)OCO4)[C@@H](C)CN([C@H](C)CO)C3=O)cc1	20[16.7 µM]	-6	nt	-4	1	1	-7	nt
COc1ccc(C2c3[nH]c4ccccc4c3C[C@H]3C(=O)N(c4ccccc4C(=O)N4CCC(C(=O)O)CC4)C(=O)N23)cc1 (some centres not stated)	-3	-4	nt	-2	1	-1	3	nt
Cc1ccccc1Cn1ccc(NC(=O)c2nn(C)cc2[N+](=O)[O-])n1	nt	-4	4	nt	nt	7	nt	72*
NNC(=O)CNC(c1ccccc1)c1cc(Cl)ccc1NC(=O)c1ccccc1 (configuration not stated)	0	3	-1	-6	4	0	15	13
CCC(c1nc2ccccc2[nH]1)n1c(C)nc2ccccc21 (configuration not stated)	nt	-6	7	nt	nt	-1	-2	-7
Cc1ccc(-c2cccc(C(=O)NCc3ccccc3)n2)c2ccccc12	2	-14	-6	-16	2	1	7	0
O=c1c2ccccc2nnn1COc1ccc(Cl)cc1Br	-7	-21	-13	-24	nt	-2	-21	-29
Cn1c(=NC(=O)COc2ccccc2)sc2ccccc21	nt	-117	-2	nt	nt	1	-91	-133
CCOC(=O)c1ccc(NC(=O)CSc2nc(=O)n(CCN3CCOCC3)c3c2CCC3)cc1	4	-5	-16	nt	2	0	3	2
Cc1cc(C)n(-c2ccccc2C#N)n1	0	-3	5	-11	-2	0	-7	-19
O=C(C[C@H]1CC[C@@H](NC(=O)C2CCC2)[C@@H](CO)O1)NC1CCC1	2[16.7 µM]	-18	nt	-3	-5	7	2	-16
CCOCCCNC(=O)C(NC(=O)c1ccc2c(c1)OCO2)c1ccc(Cl)cc1 (configuration not stated)	1	-8	-6	-10	nt	0	12	11
CN1C(=O)c2cc(NC(=O)Nc3ccccc3)ccc2OC[C@@H]2O[C@H](CC(=O)NC3CCC3)CC[C@@H]21	11[16.7 µM]	-7	-3	-14	1	0	5	2
O=C(c1ccccc1)N(C(=O)c1ccccc1)N1CCCC1	nt	5	-12	-3	3	-1	-8	23
CCOC(=O)N1CCC(NC(=O)C2CCN(S(=O)(=O)c3cccs3)CC2)CC1	7	-15	0	-41	0	nt	nt	nt
Cc1cccc(-c2n[nH]c(S(C)(=O)=O)c2C#N)c1	nt	-5	1	nt	nt	18	-16	-16
O=[N+]([O-])c1ccccc1/C=N/NC1=NCCCCC1	nt	-48	6	nt	nt	1	-43	-114
O=C(c1ccc(F)cc1)N1CCN(S(=O)(=O)c2ccc3c(c2)OCCO3)CC1	-3	nt	7	0	-1	2	20	7
C=CCn1c(=O)c2c(nc3n2CCS3)n(C)c1=O	3	6	nt	0	-3	3	1	nt
O=c1sc2ccccc2n1Cc1ccccc1	-5	1	-11	29	6	1	-14	6
CCOC(=O)N1CCC(N2C(=O)c3ccc(C(=O)NCCOC)cc3C2=O)CC1	-4	22	-5	-4	-1	-2	2	-4
C[C@@H]1CN([C@@H](C)CO)C(=O)c2cc(NS(=O)(=O)c3cccs3)ccc2O[C@H]1CN(C)Cc1ccc(Cl)c(Cl)c1	-5[16.7 µM]	11	nt	5	6	0	-9	31
CCOC(=O)CN1C(=O)C(O)(CC(=O)c2ccccn2)c2ccccc21 (configuration not stated)	7	-5	-2	2	-2	0	32	-2
COc1cccc(CN(C)C(=O)c2ccccc2SCC(=O)N2CCCC2)c1	1	-17	nt	-4	2	0	-1	4
COc1ccc(S(=O)(=O)Nc2ccc3c(c2)CC(=O)N([C@H](C)CO)C[C@H](C)[C@@H](CN(C)C(=O)Nc2ccc(C(F)(F)F)cc2)O3)cc1	-1[16.7 µM]	0	nt	7	2	0	9	-2
CN(C)Cc1ccccc1CCc1ccccc1	-4	5	-6	11	-4	-1	4	-1
CC(=O)c1ccc(N2CCN(c3ncccn3)CC2)cc1	-5	-32	-2	nt	0	0	-77	-97
C/C(=C\c1ccc(F)cc1)C(=O)c1c(C)cc(C)[nH]c1=O	5	37	-1	7	1	0	-8	15
C=CCNC(=O)C(=O)NCC(c1ccc2c(c1)OCO2)N1CCN(c2ccc(F)cc2)CC1 (configuration not stated)	3	7	-28	2	0	0	2	-5
COc1cccc(S(=O)(=O)N[C@H]2CC[C@@H](CCNC(=O)Nc3cc(F)ccc3F)O[C@@H]2CO)c1	nt	-10	-3	-13	-2	-178	-3	11
O=C(CCN1CCOCC1)N1c2ccccc2Sc2ccc(Cl)cc21	-6	-8	-10	7	-1	0	5	12
COc1ccc([N+](=O)[O-])cc1NC(=O)CSCc1cc(C)cc(C)c1	nt	5	-4	nt	nt	0	-1	22
O=C(/C=C/c1ccco1)Nc1ccccc1N1CCOCC1	nt	nt	-4	nt	nt	3	-5	4
CC[n+]1cc(-c2ccccc2)nc(N2CCOCC2)n1	-2	-6	nt	-11	0	2	-13	nt

Three entries out of the list above, arranged by their value in CASP6 VEID inh, ascending.
| mol | CASP6 VEID inh |
| --- | --- |
| Cc1ccc(C)c(NC(=O)c2ccc3c(c2)CCN3S(C)(=O)=O)c1 | -2 |
| O=C1N=NC(=O)N1c1ccccc1 | 1 |
| O=C(C[C@H]1CC[C@@H](NC(=O)C2CCC2)[C@@H](CO)O1)NC1CCC1 | 7 |

Next results.
SMILES	miR-122 sensor	LGR2 antag	FN deposition inh	PGC1a acetyl inh	Cneo AK release	CASP6 VEID inh	EWS-Fli inh	PAX8 inh HTS
CCOc1c(Br)cc(/C=C(\C#N)C(=O)NC2CC2)cc1OC	-1	-14	nt	-7	2	6	nt	-5
O=P(c1ccccc1)(c1ccccc1)c1cc(S(=O)(=O)O)ccc1O	nt	11	2	nt	0	77*	9	-8
CN(CC(=O)Nc1c(Cl)cccc1Cl)C(=O)CNC(=O)C1CCCCC1	-1	6	nt	-2	0	4	nt	-12
O=C(Cc1n[nH]c(=O)c2ccccc12)OCC(=O)c1ccc(F)cc1	nt	6	1	-2	0	-4	-2	4
Cc1ccc2[nH]c(=O)c(C(c3nnnn3C3CCCC3)N3CCCc4ccccc43)cc2c1 (configuration not stated)	-9	nt	-1	10	-7	nt	nt	14
Nc1nnnn1/N=C/c1ccccc1O	nt	1	1	nt	nt	2	0	15
O=C(COc1ccc(S(=O)(=O)N2CCCCC2)cc1)NCc1ccccn1	-4	8	-8	0	nt	-3	1	15
COc1ccc(S(=O)(=O)N2CCc3ccccc32)cc1C(=O)NC1(C)CCS(=O)(=O)C1 (configuration not stated)	-6	4	8	-7	-2	-145	6	16
COc1ccc(/C=N/NC(=O)CCCOc2ccc(Cl)cc2Cl)cc1	nt	nt	1	nt	nt	1	12	-17

Assay outcomes deposited in PubChem BioAssay by Broad Institute.
